Screening results from PubChem BioAssay.
NPSR antag: qHTS Assay for Antagonists of the Neuropeptide S Receptor: cAMP Signal Transduction. CHO-NPSR cells, cAMP TR-FRET, antagonist mode. Potency, µM (highest dose often 38.3 µM), without a hit: at the highest dose activity change, negative = inhibition, usual class: inhibitors. 1% of 220,000 active. AID 1461, 2008; also: potency is read from the fitted curve at half-maximal effect; % is scaled to controls: 0 for no effect and ±100 for the full control effect; nearly all actives have a fitted effect of over 50% in size; many of its hits are not listed in these tables
Target sequence (Q6W5P4 whole entry, looked up): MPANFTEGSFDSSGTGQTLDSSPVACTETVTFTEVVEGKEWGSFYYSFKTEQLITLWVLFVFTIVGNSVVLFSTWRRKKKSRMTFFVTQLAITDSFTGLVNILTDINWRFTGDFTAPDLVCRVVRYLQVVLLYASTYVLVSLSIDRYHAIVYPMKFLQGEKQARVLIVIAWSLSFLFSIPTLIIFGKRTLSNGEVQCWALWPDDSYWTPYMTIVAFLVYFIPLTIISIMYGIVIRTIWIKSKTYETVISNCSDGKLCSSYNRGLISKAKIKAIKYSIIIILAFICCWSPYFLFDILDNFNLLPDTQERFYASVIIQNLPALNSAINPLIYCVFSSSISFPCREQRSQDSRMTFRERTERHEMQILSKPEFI
Tau fluor cs: Counterscreen qHTS for Inhibitors of Tau Fibril Formation, Fluorescence Polarization | tau K18 P301L (four-repeat tau fragment) Alexa594 fluorescence, heparin fibrillization | Potency, µM (titrated, usually from 57.7 µM), without a hit: at the highest dose activity change, negative = decrease | 0.93% of 280,000 active; also: potency is read from the fitted curve at half-maximal effect; % is scaled to controls: 0 for no effect and ±100 for the full control effect; nearly all actives have a fitted effect of over 55% in size
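Human K18 P301L tau (15 uM unlabeled plus 0.24 uM Alexa 594-labeled, final) in 100 mM sodium acetate pH 7 was mixed with compound and 20 uM heparin and incubated 6 hr at 37 C.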
CBFb-RUNX1 inh: qHTS Assay for Compounds Blocking the Interaction Between CBF-beta and RUNX1 for the Treatment of Acute Myeloid Leukemia | Runt-related transcription factor 1 (Homo sapiens) + Core-binding factor subunit beta … | AlphaScreen CBFb-His/RUNX1-biotin binding, biochemical | Potency, µM (highest dose often 59.8 µM), for the others: at the highest dose activity, negative = inhibition, actives largely listed as inhibitors | 230,000 tested, under 10 active | AID 1477, 2009; also: % of control where 0% means no effect
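Interaction loss through any mechanism counts as activity. Pre-formed complex of His-CBF-beta and biotin-RUNX1 (30 nM apiece) is incubated with compound 15 min, then with 50 ng nickel and 50 ng streptavidin beads for 90 min before AlphaScreen detection.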
TR SRC2 fluor cs: Total Fluorescence Counterscreen for Inhibitors of the Interaction of Thyroid Hormone Receptor and Steroid Receptor Coregulator 2 | TRb/SRC2 Texas Red total fluorescence interference | Potency, µM (doses to about 106 µM), inactives show at the top dose fluorescence change, negative = quenching | 0.29% of 280,000 active; active = well fitted curve in either direction with a large enough effect; inconclusive = small, poorly fitted or top-dose-only effect; also: potency is read from the fitted curve at half-maximal effect; % is scaled to controls: 0 for no effect and ±100 for the full control effect
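Human TRβ ligand-binding domain (0.6 uM) and Texas Red SRC2 peptide (20 nM) in Tris buffer with 1 uM T3 and 5% DMSO were incubated with pinned compound for 5 hr at ambient temperature. Total fluorescence was computed as S + 2P (555/632 nm).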
aGal spleen mod: qHTS Assay for Inhibitors and Activators of Human alpha-Galactosidase From Spleen Homogenate. Potency, µM (highest dose often 80 µM), for inactives: top-dose activity change, negative = inhibition, usual class: inhibitors. Alpha-galactosidase A (Homo sapiens), P06280. AID 2107, 2009. human spleen homogenate, 4MU-alpha-Gal fluorescence, 40 min. 0.008% of 240,000 active;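 also: potency is read from the fitted curve at half-maximal effect; 0% = enzyme with vehicle and -100% = no enzyme basal signal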
Target sequence (P06280 32-429 limits assumed): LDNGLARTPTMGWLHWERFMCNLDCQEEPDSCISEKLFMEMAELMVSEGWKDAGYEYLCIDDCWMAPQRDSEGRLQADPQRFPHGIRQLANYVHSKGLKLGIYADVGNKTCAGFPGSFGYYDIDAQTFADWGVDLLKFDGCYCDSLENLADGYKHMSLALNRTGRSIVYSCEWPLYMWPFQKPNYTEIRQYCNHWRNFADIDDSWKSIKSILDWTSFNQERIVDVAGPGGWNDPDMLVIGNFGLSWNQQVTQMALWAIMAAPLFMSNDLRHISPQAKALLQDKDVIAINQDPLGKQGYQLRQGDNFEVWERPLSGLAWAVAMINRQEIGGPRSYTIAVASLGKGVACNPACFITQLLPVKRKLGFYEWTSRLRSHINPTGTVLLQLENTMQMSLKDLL
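Spleen homogenate 1 ug + cpd (titration) + 4-MU-alpha-D-galactopyranoside 1 mM; 37C 40 min; 50 mM citrate/phosphate pH 5.0, 0.01% Tween-20; stop pH 10; fluorescence 365/440; AC50 via Hill.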
Tau fibril FP: qHTS for Inhibitors of Tau Fibril Formation, Fluorescence Polarization; Potency, µM (series often up to 57.7 µM), inactives show at the top dose activity, negative = inhibition, actives largely listed as inhibitors; K18 P301L tau heparin fibrillization, Alexa594 FP, 6 h; 0.39% of 280,000 active; Microtubule-associated protein tau (Homo sapiens), P10636; also: potency is read from the fitted curve at half-maximal effect; % is scaled to controls: 0 for no effect and ±100 for the full control effect; nearly all actives have a fitted effect of over 55% in size
Target sequence (P10636 561-689 P618L limits assumed): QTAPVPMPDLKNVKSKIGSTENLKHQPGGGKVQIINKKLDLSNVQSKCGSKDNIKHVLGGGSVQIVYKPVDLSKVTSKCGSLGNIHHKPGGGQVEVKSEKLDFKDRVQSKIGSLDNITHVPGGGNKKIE
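Quantitative HTS format: compounds meet 15 uM recombinant K18 P301L tau and Alexa 594-tau tracer in 100 mM sodium acetate pH 7; 20 uM heparin triggers fibrillization at 37 C over 6 hr; FP gives the signal.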
TRb SRC2 PPI: qHTS for Inhibitors of the Interaction of Thyroid Hormone Receptor and Steroid Receptor Coregulator 2; 0.065% of 280,000 active; TRbeta-SRC2 peptide binding, fluorescence polarization; receptor liganded with 1 µM T3; Potency, µM (series often up to 106 µM), for inactives: top-dose activity change, negative = inhibition, most hits filed as inhibitors; Thyroid hormone receptor beta (Homo sapiens), P10828; AID 1469, 2008;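 also: potency is read from the fitted curve at half-maximal effect; plate controls were bound peptide for no effect and peptide without receptor for full effect; nearly all actives have a fitted effect of over 50% in size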
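Quantitative HTS by FP: 0.6 uM TRb LBD, 20 nM labeled SRC2 20-mer, 1 uM T3, 5% DMSO; 5 hr ambient incubation; % activity per concentration and potencies from concentration series.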
Epigenetic derep: Quantitative High-Throughput Screen for Regulators of Epigenetic Control; AID 1865, 2009; murine LDR cells, GFP reporter derepression, 30 h; Potency, µM (doses to about 53.9 µM), without a hit: at the highest dose GFP activation, most hits filed as activators; 0.2% of 280,000 active; also: potency is read from the fitted curve at half-maximal effect; % of control where 0% means no effect; nearly all actives have a fitted effect of over 60% in size
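GFP-positive cell count by laser-scanning cytometry (objects 20–120 um) after 30 h, 37 C compound exposure of murine LDR cells; reporter is CMV-GFP integrated at a silenced locus, inducible by HDAC or DNMT inhibitors.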
Starred values were filed as active, the others as inactive; ? = inconclusive; · = no result given; & = joins results of further samples; [ ] = remark or other dose. Unless noted, calls follow the shape of the dose curve; as a rule, active = well fitted curve in the direction sought with a large enough effect; inconclusive = small, poorly fitted or top-dose-only effect, or another doubt; inactive = no such curve, though single readings can be large; an effect the other way counts as inactive or inconclusive. The list is partial. The share of hits here may be higher or lower than overall.

1: CCCCCCCC(=O)OCC(O)CO (stereo not given)
2: NCc1ccc(S(N)(=O)=O)cc1
3: O=C(NNC(=O)c1ccccc1-n1cccc1)c1ccc(F)cc1
4: Cc1oc(-c2ccc(C(=O)NCCCOC(C)C)cc2)nc1CS(=O)(=O)c1ccccc1
5: CC(=O)c1c(C)[nH]c(C(=O)OCC(=O)Nc2cc(C(F)(F)F)ccc2N2CCOCC2)c1C
6: COc1cc(OC)cc(-c2cc3nc(C)c(CCC(=O)Nc4ccc(F)c(Cl)c4)c(C)n3n2)c1
Assay by compound	1	2	3	4	5	6
NPSR antag	4%	-4%	-4%	·	-19%[46.1 µM]	·
Tau fluor cs	-9%	-3%&-26%	-4%	-5%	-20%	-24%
CBFb-RUNX1 inh	-5%&11%	10%	8%	·	1%	·
TR SRC2 fluor cs	-2%&-1%	-11%	-1%	-2%	-2%	0%
aGal spleen mod	3%&-7%	1%	-16%	·	-6%	·
Tau fibril FP	-1%	?	-7%	-7%	3%	?
TRb SRC2 PPI	3%&3%	-1%	7%	-9%	4%	-4%
Epigenetic derep	1.9%	17%	-0.3%	0.0%	-1.0%	8.8%

Part of the list above, reduced to TR SRC2 fluor cs:
# | smiles | TR SRC2 fluor cs
5 | CC(=O)c1c(C)[nH]c(C(=O)OCC(=O)Nc2cc(C(F)(F)F)ccc2N2CCOCC2)c1C | -2%
6 | COc1cc(OC)cc(-c2cc3nc(C)c(CCC(=O)Nc4ccc(F)c(Cl)c4)c(C)n3n2)c1 | 0%

Next section
7: Cc1cc(C)nc(NC(=O)CSc2nc3ccccc3o2)n1
8: CCN(CC)C(=O)CSc1nnc(-c2ccccn2)n1Cc1ccccc1
9: COc1ccc(NC(=O)NCCC2=CCCCC2)cc1
10: CNC(=O)c1sc(-c2cccs2)nc1C
11: O=C(c1cn(-c2ccccc2)nc1-c1cccnc1)N1CCCCC1
12: O=C(COc1ccc(Cl)cc1)NCc1nnc(SCC(=O)c2ccccc2)o1
Assay by compound	7	8	9	10	11	12
NPSR antag	-14%[46.1 µM]	10%	5%	7%	-6%[46.1 µM]	-9%[46.1 µM]
Tau fluor cs	-9%	-6%	-5%	-1%	-2%	-18%
CBFb-RUNX1 inh	-1%	-15%	6%	13%	3%	-3%
TR SRC2 fluor cs	0%	0%	-1%	-6%	1%	3%
aGal spleen mod	2%	5%	7%	9%	-4%	2%
Tau fibril FP	2%	2%	4%	-1%	0%	-1%
TRb SRC2 PPI	-5%	-5%	0%	-2%	-1%	-23%
Epigenetic derep	-1.8%	1.1%	2.2%	-0.1%	-0.2%	4.8%

From no. 7 to 8, copied from above:
7: Cc1cc(C)nc(NC(=O)CSc2nc3ccccc3o2)n1
8: CCN(CC)C(=O)CSc1nnc(-c2ccccn2)n1Cc1ccccc1
Assay by compound	7	8
NPSR antag	-14%[46.1 µM]	10%
Tau fluor cs	-9%	-6%
CBFb-RUNX1 inh	-1%	-15%
TR SRC2 fluor cs	0%	0%
aGal spleen mod	2%	5%
Tau fibril FP	2%	2%
TRb SRC2 PPI	-5%	-5%
Epigenetic derep	-1.8%	1.1%

Other entries follow:
13: O=C(CSc1c2c(nc3ccc(Cl)cc13)CCCC2)NCc1ccccc1Cl
14: Cc1ccc2c(c1)C1(C)C(C(C)(C)N2C=O)C1(Cl)Cl (stereo not given)
15: O=C(O)C1Cc2ccccc2CN1S(=O)(=O)c1ccccc1 (stereo not given)
16: O=C(CCNc1n[nH]c(=O)[nH]c1=O)N1CCCCC1
17: CCOC(=O)c1cc2c(=O)n3ccccc3nc2n(Cc2ccco2)c1=NC(=O)c1cccc(F)c1
18: O=C(CC(=O)c1ccccc1)c1ccccc1
Assay by compound	13	14	15	16	17	18
NPSR antag	·	-11%	9%	2%[46.1 µM]	·	·
Tau fluor cs	1%	-11%	?	12%	-15%	-27%
CBFb-RUNX1 inh	·	7%	?	4%	·	23%
TR SRC2 fluor cs	-1%	-5%	0%	3%	-1%	-1%
aGal spleen mod	·	4%	-9%	9%	·	3%
Tau fibril FP	-7%	0%	-2%	5%	-6%	?
TRb SRC2 PPI	-5%	-1%	6%	5%	5%	-7%
Epigenetic derep	-0.1%	-2.0%	-1.2%	2.0%	8.7%	-1.3%

19: Cc1cc(Cl)ccc1OCC(=O)N(Cc1ccco1)Cc1ccco1
20: COc1ccc(-c2cc(C(=O)NCc3cccs3)no2)cc1
21: CC(C)CNC(=O)COC(=O)c1cc(Cl)cc(Cl)c1N
22: COc1ccc(C(=O)Nc2oc(-c3ccccc3)c(-c3ccccc3)c2C#N)cc1
23: CCOc1ccc(N(CC(=O)NC2CCCC(C)C2C)S(=O)(=O)c2c(C)noc2C)cc1 (stereo not given)
24: N#Cc1c(Nc2ccccc2)sc(C(=O)c2ccc(F)cc2)c1N
Assay by compound	19	20	21	22	23	24
NPSR antag	·	7%	-5%[46.1 µM]	?	-22%	-31%
Tau fluor cs	-14%	0%	-7%	?	-8%	?
CBFb-RUNX1 inh	·	9%	7%	-14%	4%	-4%
TR SRC2 fluor cs	-2%	-1%	0%	0%	-1%	0%
aGal spleen mod	·	-1%	26%	6%	-1%	-4%
Tau fibril FP	-3%	6%	-1%	-1%	2%	1%
TRb SRC2 PPI	-4%	5%	1%	-13%	3%	-4%
Epigenetic derep	-1.6%	8.6%	3.9%	0.0%	0.0%	0.0%

25: COc1cc(/C=N/NC(=O)CCN2CCN(C(c3ccccc3)c3ccccc3)CC2)ccc1O
26: CCOC(=O)/C(C)=N/NC(=O)c1ccc([N+](=O)[O-])cc1
27: O=C(NC1CCCCC1)C(c1ccccn1)N(C(=O)Cc1cccs1)c1ccc(Cl)cc1 (stereo not given)
28: O=C(O)/C=C/C(=O)Nc1ccc(Oc2ncnc3cc(Cl)ccc23)nc1
29: CCc1ccc(-c2nc(CN3CCC(C(=O)NCCc4ccc(Cl)cc4)CC3)c(C)o2)cc1
30: CC(c1ccco1)N(Cc1ccco1)C(=O)Nc1ccccc1 (stereo not given)
Assay by compound	25	26	27	28	29	30
NPSR antag	?	11%	?	7%	·	-16%[46.1 µM]
Tau fluor cs	?	2%	3%	2%	0%	-7%
CBFb-RUNX1 inh	-12%	2%	-1%	7%	·	-4%
TR SRC2 fluor cs	-3%	1%	2%	-6%	0%	-1%
aGal spleen mod	13%	-3%	5%	12%	·	-5%
Tau fibril FP	?	-1%	2%	2%	7%	-1%
TRb SRC2 PPI	0%	-4%	1%	2%	-2%	7%
Epigenetic derep	-0.9%	1.6%	0.0%	-1.1%	-1.1%	2.4%

31: CC(C)(C)OC(=O)NCCCC[C@H](NC(=O)c1[nH]cnc1C(=O)Nc1ccccc1)C(=O)OC(C)(C)C
32: COc1ccc(CC(=O)NNC(=O)Cc2ccc(OC)cc2)cc1
33: COc1cccc(NC(=O)CSc2nc3ccccc3n2C)c1
34: COC(=O)c1ccc(Cn2nc(C)c([N+](=O)[O-])c2C)o1
35: CCOC(=O)c1cc([N+](=O)[O-])c([N+](=O)[O-])cc1NC(C)=O
36: O=C(Nc1ccncc1)C1CC1c1ccccc1 (stereo not given)
Assay by compound	31	32	33	34	35	36
NPSR antag	?	6%	-3%	-5%	10µM*	1%[46.1 µM]
Tau fluor cs	?	6%	-18%&-14%	-11%	-11%	-12%
CBFb-RUNX1 inh	11%	3%	4%	-2%	2%	-7%
TR SRC2 fluor cs	-2%	-1%	-2%&-2%	0%	-2%	-1%
aGal spleen mod	9%	7%	-13%	-7%	-4%	-1%
Tau fibril FP	?	-6%	-2%&-11%	3%[2.34 µM]	-2%	4%
TRb SRC2 PPI	0%	3%	0%&2%	1%	-2%	7%
Epigenetic derep	-3.1%	-0.4%	-0.1%&0.3%	-2.2%	0.1%	0.7%

37: O=[N+]([O-])c1nn(-c2ccc(Cl)cc2)n(O)c1=NCc1cccnc1
38: O=C(Nc1cccc(F)c1)C1CCN(C(=O)c2ccccc2Cl)CC1
39: Cc1ccc(/C(=N/Nc2nc3ccccc3s2)C2=C(O)c3ccccc3C2=O)cc1
40: COc1ccc(N2C(=O)CC(c3cc(OC)c(OC)c(OC)c3)CC2=O)cc1
41: CCOC(=O)CNC(=O)CCNS(=O)(=O)c1ccc2c(c1)c(=O)n(C)c(=O)n2C
42: CCCCNC(=O)CCc1c(C)nc2nc(-c3cc(OC)cc(OC)c3)nn2c1C
Assay by compound	37	38	39	40	41	42
NPSR antag	3%	3%[46.1 µM]	-33%	7%	-3%[46.1 µM]	-7%[46.1 µM]
Tau fluor cs	5%	-10%	?	-2%	-4%	1%
CBFb-RUNX1 inh	9%	1%	2%	5%	1%	2%
TR SRC2 fluor cs	-1%	0%	-1%	1%	-1%	-2%
aGal spleen mod	11%	0%	-2%	-6%	4%	-2%
Tau fibril FP	7%	-2%	-1%	-1%	?	6%
TRb SRC2 PPI	1%	0%	2%	3%	-5%	-6%
Epigenetic derep	0.0%	-0.7%	-1.7%	0.0%	-4.5%	-1.8%

43: c1ccc2c(c1)ccc1cc3c(ccc4ccccc43)cc12
44: C=C1N(c2cccc(Cl)c2)C(=O)OC1(C)C
45: O=C(N/N=C/c1c[nH]c2ccccc12)c1cccc([N+](=O)[O-])c1
46: COc1ccc(NC(=O)C2=C(C)NC(=O)NC2c2cccc(OC)c2OC)c(OC)c1 (stereo not given)
Assay by compound	43	44	45	46
NPSR antag	·	-9%	-12%	-5%[46.1 µM]
Tau fluor cs	·	-3%	?	-12%
CBFb-RUNX1 inh	-3%[21.7 µM]	5%	0%	-1%
TR SRC2 fluor cs	-2%	-2%	-9%	-4%
aGal spleen mod	6%	1%	-6%	8%
Tau fibril FP	·	1%	?	7%
TRb SRC2 PPI	-4%	-2%	-2%	3%
Epigenetic derep	·	0.3%	-3.2%	-0.2%
